# Screening results deposited in PubChem by NCI.
# yeast bub3 – NCI yeast anticancer drug screen, S. cerevisiae bub3 mutant strain. growth inhibition, % at 50 µM. 78,000 tested, 9.9% active. AID 167;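 note: 0% = growth of vehicle-only cultures of the same strain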
#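 Growth of a checkpoint-deficient yeast mutant is measured after compound exposure. Values represent inhibition relative to vehicle.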
# sgs1 mgt1 – NCI yeast anticancer drug screen, S. cerevisiae sgs1 mgt1 strain; growth inhibition, % at 50 µM; 78,000 tested, 10% active; AID 161;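 note: 0% = growth of vehicle-only cultures of the same strain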
#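 Percent growth inhibition was derived by comparing compound-exposed mutant yeast with vehicle-exposed cultures. The strain carries alterations in DNA damage repair.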
# mlh1 rad18 – NCI yeast anticancer drug screen, S. cerevisiae mlh1 rad18 strain | 79,000 tested, 11% active | AID 175 | growth inhibition, % at 50 µM;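 note: 0% = growth of vehicle-only cultures of the same strain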
#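 In this whole-cell yeast screen, a strain with altered DNA damage repair is challenged with compound, and its growth is measured against matched vehicle-treated controls.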
# yeast mec2-1 – NCI yeast anticancer drug screen, S. cerevisiae mec2-1 strain. % growth inhibition at 50 µM. 79,000 tested, 9% active;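 note: 0% = growth of vehicle-only cultures of the same strain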
#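 Cells of the genetically defined mec2-1 yeast strain are incubated with test compound. Inhibition of growth is calculated against vehicle-treated controls.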
# yeast rad50 – NCI yeast anticancer drug screen, S. cerevisiae rad50 strain; % growth inhibition at 50 µM; AID 155; 79,000 tested, 10% active;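 note: 0% = growth of vehicle-only cultures of the same strain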
#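 Vehicle-treated cultures provide the reference for the growth inhibition reported for compound-exposed, repair-deficient yeast.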
# yeast cln2 rad14 – NCI yeast anticancer drug screen, S. cerevisiae cln2 rad14 strain | growth inhibition, % at 50 µM | 78,000 tested, 8.3% active | AID 165;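 note: 0% = growth of vehicle-only cultures of the same strain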
#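 Relative to vehicle controls, growth inhibition of compound-treated cln2 rad14 yeast was recorded.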
# Active calls of the source: *; · = not tested or not shown; & = joins results of further samples. Cut-off read from the data, not from the text of the source: active = growth inhibition above about 70%; inactive = the rest. Not a hit list. About 13% of those tested had a hit in this group.
SMILES,yeast bub3,sgs1 mgt1,mlh1 rad18,yeast mec2-1,yeast rad50,yeast cln2 rad14
CCOc1ccc(-n2c(=O)c(N=Nc3ccccc3Cl)c(O)n(-c3ccc(Br)cc3)c2=S)cc1,-12,52,6,18,38,13
C1CCC(OC2CSC2)OC1 (stereo not drawn),4,-25,-27,-1,-8,20
O=c1[nH]c(=O)c2ncn(-c3ccc([N+](=O)[O-])cn3)c2[nH]1,9,10,-28,7,21,5
CCCCc1c2c(nc3c1CCCC3O)/C(=C/c1ccccc1)CCC2 (stereo not drawn),84*,50,80*,54,51,60
O=[N+]([O-])c1ccc(Br)nc1,37,2,20,-5,22,39
CC1(C)OC2COC(CN(N=O)C(N)=O)C2O1 (stereo not drawn),-17,-8,6,-16,15,-75
COc1cc(/C(C)=C2/SC(=S)NC2=O)cc(OC)c1OC,-8,15,8,1,6,-15
COc1ccccc1/C=C(\C#N)C(=O)c1ccccc1,-15,8,-4,-21,-27,4
O=C1C=C(Nc2ccc([N+](=O)[O-])cc2)c2ccccc2C1=O,-13,-1,-9,-11,18,5
CC(C)=Cc1cc(-c2cc(C=C(C)C)nc(N)n2)nc(N)n1,-10,3,-9,-4,-9,-16
O=P(O)(O)c1ccc(Cl)cc1,9,-2,-9,-1,-2,9
c1ccc(CNCCN(Cc2ccccc2)Cc2ccccc2)cc1,30,36,26,-2,32,-12
CC1(O)c2ccccc2-c2nc3ccccc3nc21 (stereo not drawn),0,-16,-15,14,15,-12
Cn1c(=O)c2c(nc(C(c3ccccc3)c3ccccc3)n2C)n(C)c1=O,6,-4,-19,-26,-11,-34
CC[C@@H]1CN(C)[C@H]2Cc3c([nH]c4ccccc34)C(=O)C[C@H]1C2C(=O)OC (stereo partly drawn),-26,-20,19,-14,14,-47
COCCC/C=C\N1CCOCC1,-2,-3,7,-4,-2,22
CC(O)c1cccc(NC(=O)NC2CCCCC2)c1 (stereo not drawn),29,11,28,28,-3,-6
N#C/C(=C\NC(=S)NC1CCCCC1)c1nc2ccccc2s1,-54,-29,20,-38,-21,-11
CN=C(N)N/N=C(\c1ccccc1)c1ccc(Cl)cc1,35,43,73*,12,43,4
Cc1cc(C)c(CN)cc1CN,-37&-43,-26&-49,-26&-24,-57&-26,-38&-29,-4&6
COC1COCOC1C(OC)C1OCOCC1OC (stereo not drawn),-4,-8,-3,-12,-2,-46
O=C(O)c1ccc2c3ccc(C(=O)O)c4c(C(=O)O)ccc(c5ccc(C(=O)O)c1c25)c43,-20,-18,-19,-34,-21,0
O=C(O)/C=C(/Oc1ccc(Cl)cc1Cl)C(=O)O,18&18,10&6,20&12,6&-3,20&6,15&-20
Cn1cnc([N+](=O)[O-])c1Sc1nnnn1C,11,-11,-5,-6,0,15
NNC(=O)Sc1ccccc1,-12,-13,0,10,-15,-32
NC(CCC(=O)O)C(=O)NC(Cc1ccc(O)cc1)C(=O)O (stereo not drawn),6,5,-3,-3,4,23
CCC[N+](C)(C)CCC#N,17,4,5,11,-5,-14
CCCc1cc(=O)[nH]c(=S)[nH]1,11,2,16,-8,35,16
CC(=O)NC(=O)C(C(C)=O)c1ccccc1 (stereo not drawn),-8,-7,-11,0,-6,13
COc1ccc(NC(=S)N/N=C(\C)c2nc3ncccc3[nH]2)cc1,8,-40,3,-12,-21,-15
CC(=O)C1CC1c1ccccc1 (stereo not drawn),-20,0,-39,0,-11,14
Cc1ccc(S(=O)(=O)NN=C2CCCCC2)cc1,-14,-1,-12,-11,-3,-19
CCCCCCC1N(Cc2ccccc2OC)CCCN1Cc1ccccc1OC,16,48,21,10,38,12
Cc1cc(-c2ccccc2N)nc2ccccc12,16,30,27,2,48,31
CC1C[C@]2(C)C(=O)N(c3ccccc3)C(=N)[C@@H]2N(C)c2ccccc21 (stereo partly drawn),26,-4,-16,7,-14,-4
NC(N)=N/N=C/c1cc(Br)ccc1O,·,·,5,6,32,·
O=S(=O)(O)CCCc1cccc2ccccc12,9,-14,-21,-12,-3,-40
O=C(CC1=Nc2nnc(-c3nnc4n3C(=O)C(CC(=O)C3CC3)=N4)n2C1=O)C1CC1,-5,-5,-4,3,-10,-17
O=C(C1C2C=CC(C2)C1C(=O)N1CCCCC1)N1CCCCC1 (stereo not drawn),12,13,12,25,2,-2
CC1(c2nc3ccccc3s2)CCCO1 (stereo not drawn),8,8,8,24,-6,-14

# Single entries from the results shown.
# Under sgs1 mgt1, `CCC[N+](C)(C)CCC#N` shows 4
# Under yeast cln2 rad14, `O=C(C1C2C=CC(C2)C1C(=O)N1CCCCC1)N1CCCCC1` (stereo not drawn) shows -2
# Under mlh1 rad18, `O=C(CC1=Nc2nnc(-c3nnc4n3C(=O)C(CC(=O)C3CC3)=N4)n2C1=O)C1CC1` shows -4
# Under sgs1 mgt1, `Cc1ccc(S(=O)(=O)NN=C2CCCCC2)cc1` shows -1
# Under yeast cln2 rad14, `CC1(c2nc3ccccc3s2)CCCO1` (stereo not drawn) shows -14
# Under yeast bub3, `O=C(O)/C=C(/Oc1ccc(Cl)cc1Cl)C(=O)O` shows 18&18

# New compounds follow.
SMILES,yeast bub3,sgs1 mgt1,mlh1 rad18,yeast mec2-1,yeast rad50,yeast cln2 rad14
CCOc1ccc(N=NS(=O)(=O)O)cc1,-23,-6,9,-5,61,15
CCCCCCCCCCCCCCCc1cc(OC)ccc1S(=O)(=O)O,3,16,16,6,23,31
Cc1cccc(NC(=O)Oc2ccc(Cl)cc2C(=O)c2ccccc2)c1,34,35,26,11,30,30
O=S(=O)(c1ccc(NC(=S)NC23CC4CC(CC(C4)C2)C3)cc1)N1CCCCC1,3,23,6,-24,12,14
O=C(c1ccccc1)C(c1ccccc1)S(=O)(=O)N1CCOCC1 (stereo not drawn),-12,3,-8,13,1,-13
Cc1ccc(-c2c3c(c(-c4ccc(C)cc4)c(-c4ccccc4)c2-c2ccccc2)-c2ccccc2C3)cc1,2,-18,6,-5,24,0
C=C1CCC[C@@]2(C)CC[C@@H](/C(C)=C\C=C\C(C)(C)O)C[C@H]12,92*,92*,89*,93*,83*,92*
COc1ccc(-c2c(C#N)c(-c3ccccc3)n(NS(=O)(=O)c3ccccc3)c(=O)c2C#N)cc1,33,30,42,41,0,8
O=C(c1ccc(Cl)cc1)c1ccc(OCCCOc2ccc(C(=O)c3ccc(Cl)cc3)cc2Cl)c(Cl)c1,-20,-2,2,-8,10,-47
CCNCc1cc(Nc2cc(C)nc(/N=C(\N)Nc3ccc(Cl)c(Cl)c3)n2)ccc1OC,98*,99*,98*,99*,99*,97*
O=C1CCCCC(=O)Nc2ccccc2N1,-5,-7,-21,-16,-22,1
CCN(CC)CCOC(=O)Nc1cc(Cl)cc(Cl)c1,61,68,55,47,71*,58
O=C(NC(=S)Nc1cc(C(F)(F)F)ccc1Cl)c1ccccc1F,-1,0,5,-1,-1,-7
CCC(CC)C(=O)NC(OC)(OC)C(=O)OC,-1,-20,-24,-12,-5,-33
CC(=O)OC1OC(COC(c2ccccc2)(c2ccccc2)c2ccccc2)C(OCc2ccccc2)C(OCc2ccccc2)C1OC(C)=O (stereo not drawn),0,-21,2,-18,-14,13
CN(C)S(=O)(=O)c1ccc(NC(=O)OC(C)(c2ccccc2)C2CCCCC2)cc1 (stereo not drawn),1,4,4,2,17,8
CCOC(=O)C1=C(C)Oc2cc3c(cc2C1c1ccc(OC)cc1)OCO3 (stereo not drawn),31,24,7,6,4,-40
CCCCN1C(=O)c2cc(=O)[nH]c(O)c2C1C (stereo not drawn),-27,-26,3,6,-19,-1
CCN(CC)C(=O)CCc1ccc(Cl)cc1,-6,20,2,-30,1,15
CCN(CC)C(=O)c1cccc2ccccc12,2,-1,-4,-6,0,-21
CN(C)Cc1cc(CN(C)C)cc(CN(C)C)c1,-11,3,-20,16,0,-23
Cc1ccc2nc(N=C(N)N)[nH]c2c1,-14,3,-13,-33,-16,1
OCC(O)C(O)C(O)C(c1ccc(Cl)cc1)c1ccc(Cl)cc1 (stereo not drawn),2,-23,35,1,-16,5
COc1cc(/C=N/n2cnnc2)cc(OC)c1OC,·,·,-14,5,-8,·
CC1CC(OP(=O)(OCc2ccccc2)OCc2ccccc2)[C@@H](OCc2ccccc2)C(OCc2ccccc2)C1OCc1ccccc1 (stereo partly drawn),-16,-21,-53,-29,-18,1
CCCCCCCCCCCCCCCC(=O)N(CCCC)CCCC,3,-4,9,6,4,12
NC(N)=NC(=O)c1ccc(N)cc1,-3,0,24,-2,-14,-7
O=C1c2ccccc2C2NCCCN12 (stereo not drawn),-4,0,1,-12,-3,-6
Cc1ccc(S(=O)(=O)Nc2cc3c(cc2NC(=O)C(F)(F)F)-c2ccccc2C3)cc1,-1,39,46,-9,53,-7
O=C(NCc1ccccc1)C1CCN(Cc2c[nH]c3ccccc23)CC1,2,3,29,-4,0,16
C[N+](C)(CCO)CCN1c2ccccc2Sc2ccccc21,-15,10,-4,-18,-3,-24
CN(C)c1nc(N(C)C)nc([N+](C)(C)C)n1,98*,99*,99*,98*,98*,97*
CC(C)C(C)(C)NC(N)=O,-3,5,-4,14,-11,6
Cc1ccc(S(=O)(=O)NC2(C=O)CCC(C(C)(C)C)CC2)cc1 (stereo not drawn),85*,82*,81*,68,78*,78*
CCCCCCCN(CCCCCCC)CC(O)c1ccc2ccc3ccccc3c2c1 (stereo not drawn),59,81*,79*,62,68,38
Cc1ccc(N=C2C(=Nc3ccc(C)cc3)N(c3ccc(C)cc3)C(=S)N2C(=O)c2ccccc2)cc1,-30,8,-13,-27,-5,26
NNS(=O)(=O)c1ccc(OCC(=O)O)cc1,2,-10,2,9,-3,43
CC(=O)C(CN1C(=O)c2ccccc2C1=O)C(C)=O,4,-39,-22,-6,-16,2
S=C(Nc1ccccc1)Nc1ccccn1,-4,4,4,-30,10,-31
O=C(CCCCc1ccccc1)NO,-6,14,34,19,25,16
O=C1CC2(CCCC2)C(=O)N1c1ccc(O)c(CN2CCCCC2)c1,6,-20,5,-4,8,15
O=c1[nH]c2c(cnn2-c2ccccc2)c(=O)n1OS(=O)(=O)c1ccccc1,7,21,19,12,15,22
CC(C)OCCOCCO,10,-5,-1,-10,8,-25
COc1cc2c(cc1O)C1CC(CC3CCCCN31)OC(=O)/C=C\c1ccc(O)c-2c1 (stereo not drawn),-44,-31,-54,-48,-28,21
CC1(C)C(=O)C(C)(C)C1=S,11,-1,6,3,-3,13
CCc1cc(/C=C\c2ccnc3ccccc23)ccc1N(C)C,98*,98*,98*,98*,98*,94*
COc1ccc(C=C(C(=O)c2ccccc2)C(=O)c2ccccc2)cc1,92*,91*,91*,92*,91*,88*
CCC(Br)C(=O)OCc1ccccc1 (stereo not drawn),-14,3,16,-7,-2,-30
COc1ccc(-c2cn3c([nH]c(=O)c4ccccc43)c2C#N)cc1,-19,9,-2,-4,4,5
C[N+](C)(C)/N=C/c1ccc(O)c(O)c1,-15,-15,-14,-24,-48,-16
NC(=O)C(=CN1C(=O)/C(=C\c2cccc(O)c2)SC1=S)C(N)=O,-14,6,-7,4,2,17
CC1c2ccccc2CC(CCN(C)C)c2ccccc21 (stereo not drawn),29,34,-20,-13,8,13
COC=C(C(=O)OC)C(=O)OC,-10,0,4,4,-2,0
O=S(=O)(O)c1ccc2cc(O)ccc2c1,21,14,28,15,36,14
O=NN(CCF)C(=O)NC1C(O)CCCC1O (stereo not drawn),-23,2,-83,-16,-24,-5
COC(=O)c1ccc(C(=O)O)cc1,1,-8,-6,-3,5,-7
CCOC(=O)c1c2c3c(cccc3[nH]c1=O)Sc1ncccc1-2,34,34,18,-37,3,14
N=C(N)SCc1nc(-c2ccc(Cl)cc2)no1,94*,90*,85*,88*,94*,70*
Cc1onc(-c2c(F)cccc2Cl)c1C(=O)Nc1cc2cc([N+](=O)[O-])ccc2oc1=O,3,2,12,-14,12,8
Cc1nc2ccc(S(=O)(=O)Nc3nccs3)cc2c(=O)n1NS(=O)(=O)c1nccs1,-14,-18,-19,-28,0,17
CN(/N=C/C=N/N(C)C1=NCCCN1)C1=NCCCN1,13,4,-6,1,-1,9
COc1ccc(CSC(=S)Nc2ccccc2C(F)(F)F)cc1,99*,99*,99*,99*,98*,99*

# Five entries already listed, arranged by molecular weight, descending.
SMILES,yeast bub3,sgs1 mgt1,mlh1 rad18,yeast mec2-1,yeast rad50,yeast cln2 rad14
Cc1nc2ccc(S(=O)(=O)Nc3nccs3)cc2c(=O)n1NS(=O)(=O)c1nccs1,-14,-18,-19,-28,0,17
Cc1onc(-c2c(F)cccc2Cl)c1C(=O)Nc1cc2cc([N+](=O)[O-])ccc2oc1=O,3,2,12,-14,12,8
COc1ccc(-c2cn3c([nH]c(=O)c4ccccc43)c2C#N)cc1,-19,9,-2,-4,4,5
CN(/N=C/C=N/N(C)C1=NCCCN1)C1=NCCCN1,13,4,-6,1,-1,9
O=S(=O)(O)c1ccc2cc(O)ccc2c1,21,14,28,15,36,14
